Bioassay records (PubChem BioAssay)
HEK293 cAMP cs: qHTS Assay for Agonists of the Thyroid Stimulating Hormone Receptor: Activators of Intracellular cAMP Concentrations in Parental HEK 293 | actives 2.5% (n = 73,000) | parental HEK293 CNG cAMP sensor, membrane potential fluorescence | Potency, µM (doses to about 57.1 µM), for the others: at the highest dose activation, hits mostly activators; also: potency is read from the fitted curve at half-maximal effect; % of control where 0% means no effect; nearly all actives have a fitted effect of over 55% in size
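Parental HEK 293 cells stably expressing a modified CNG channel (no TSHR) report cAMP rise as membrane depolarization. Membrane potential dye with 100 uM RO 20-1724 was loaded for 60 min at room temperature, then compound added for 30 min; fluorescence read at 590 nm.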
Caspase-7 inhib: qHTS Assay for Allosteric/Competitive Inhibitors of Caspase-7. actives 0.02% (n = 75,000). Potency, µM (doses to about 57.5 µM), without a hit: at the top dose activity change, negative = inhibition, usual class: inhibitors. P55210. AID 889, 2007. recombinant caspase-7, Ac-DEVD-AFC fluorescence rate; active = well fitted inhibition curve with a large enough effect in the main read-out, with a control signal flat, not every such curve was filed as active; inconclusive = small, poorly fitted or top-dose-only effect, or a change in a side signal; also: potency is read from the fitted curve at half-maximal effect; % of control where 0% means no effect
BRCT PPI green: qHTS Assay for Inhibitors of BRCT-Phosphoprotein Interaction (Green Fluorophore) | Potency, µM (doses to about 76.9 µM), for the others: at the highest dose activity change, negative = inhibition, most hits filed as inhibitors | AID 875, 2007 | actives 0.05% (n = 75,000) | BRCA1 BRCT-phosphopeptide binding, green fluorescence polarization;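 also: potency is read from the fitted curve at half-maximal effect; plate controls were peptide without protein for full effect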
Target sequence (P38398 whole entry, looked up): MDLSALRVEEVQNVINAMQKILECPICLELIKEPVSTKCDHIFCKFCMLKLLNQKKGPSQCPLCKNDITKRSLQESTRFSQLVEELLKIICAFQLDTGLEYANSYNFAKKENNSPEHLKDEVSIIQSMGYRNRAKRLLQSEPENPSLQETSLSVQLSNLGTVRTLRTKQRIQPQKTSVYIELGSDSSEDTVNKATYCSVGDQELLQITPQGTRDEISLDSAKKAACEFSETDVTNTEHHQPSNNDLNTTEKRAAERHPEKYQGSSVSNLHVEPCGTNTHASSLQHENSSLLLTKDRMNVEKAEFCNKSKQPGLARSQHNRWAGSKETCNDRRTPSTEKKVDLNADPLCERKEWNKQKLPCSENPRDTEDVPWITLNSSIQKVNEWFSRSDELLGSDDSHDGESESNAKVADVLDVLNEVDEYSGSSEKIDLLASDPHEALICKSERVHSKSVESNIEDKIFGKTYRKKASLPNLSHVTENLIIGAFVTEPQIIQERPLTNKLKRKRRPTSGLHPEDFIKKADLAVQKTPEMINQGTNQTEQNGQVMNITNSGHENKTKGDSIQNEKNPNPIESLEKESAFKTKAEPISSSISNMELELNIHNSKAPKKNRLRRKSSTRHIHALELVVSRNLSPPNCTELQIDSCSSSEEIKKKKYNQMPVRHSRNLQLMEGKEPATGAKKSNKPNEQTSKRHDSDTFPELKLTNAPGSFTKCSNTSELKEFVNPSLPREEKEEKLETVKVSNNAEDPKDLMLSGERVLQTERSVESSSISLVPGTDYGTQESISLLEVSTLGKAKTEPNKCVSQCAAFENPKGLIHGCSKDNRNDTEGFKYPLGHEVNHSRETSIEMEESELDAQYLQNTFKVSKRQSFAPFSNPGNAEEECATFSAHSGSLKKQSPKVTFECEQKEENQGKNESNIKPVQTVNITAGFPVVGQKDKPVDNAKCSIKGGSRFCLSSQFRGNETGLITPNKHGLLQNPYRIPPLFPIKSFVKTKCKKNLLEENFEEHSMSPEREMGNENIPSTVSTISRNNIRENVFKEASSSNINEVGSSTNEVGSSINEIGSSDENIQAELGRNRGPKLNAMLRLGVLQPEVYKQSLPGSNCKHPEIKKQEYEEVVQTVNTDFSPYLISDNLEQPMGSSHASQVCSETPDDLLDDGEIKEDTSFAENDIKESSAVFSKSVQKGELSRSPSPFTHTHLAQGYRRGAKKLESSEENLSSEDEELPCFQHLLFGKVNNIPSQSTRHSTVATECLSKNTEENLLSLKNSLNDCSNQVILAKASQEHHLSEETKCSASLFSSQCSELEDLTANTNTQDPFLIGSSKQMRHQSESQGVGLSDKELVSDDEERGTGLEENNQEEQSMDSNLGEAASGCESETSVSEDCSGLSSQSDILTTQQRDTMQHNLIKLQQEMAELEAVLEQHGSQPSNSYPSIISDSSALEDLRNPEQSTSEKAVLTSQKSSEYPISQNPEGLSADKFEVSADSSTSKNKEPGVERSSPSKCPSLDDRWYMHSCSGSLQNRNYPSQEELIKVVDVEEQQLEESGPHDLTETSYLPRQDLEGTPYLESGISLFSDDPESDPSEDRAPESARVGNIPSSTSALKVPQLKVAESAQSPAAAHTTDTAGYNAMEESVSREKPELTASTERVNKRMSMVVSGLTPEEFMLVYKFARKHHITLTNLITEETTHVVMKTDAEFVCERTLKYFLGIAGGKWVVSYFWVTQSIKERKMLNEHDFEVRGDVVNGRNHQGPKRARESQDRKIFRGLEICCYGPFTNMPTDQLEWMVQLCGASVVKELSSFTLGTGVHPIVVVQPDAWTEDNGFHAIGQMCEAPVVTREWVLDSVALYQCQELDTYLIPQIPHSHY
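Compounds were incubated for 12 min at room temperature with a complex of 100 nM fluorescein-tagged pBACH1 decapeptide and 250 nM His-tagged BRCT protein. Buffer was phosphate pH 7.3 with EDTA, DTT and Tween 20. Disruption of binding lowers the polarization signal.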
Fluorescein fluor: qHTS Assay for Spectroscopic Profiling in Fluorescein Spectral Region; Compound autofluorescence, 480/540 nm, fluorescein-equivalent; active compounds read high; max fluorescein-equivalent concentration, M; actives 0.91% (n = 59,000); AID 593, 2007; in the data active = max fluorescein-equivalent concentration above about 10 nM; inconclusive = between about 1.1 nM and that limit
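Compounds were pin-transferred into 100 mM Tris buffer, pH 8.0, and incubated 15 min at room temperature. Fluorescence was read at 480 nm excitation/540 nm emission. Signals were normalized to an on-plate six-point fluorescein standard curve as dye-equivalent concentration.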
A350 autofl: qHTS Assay for Spectroscopic Profiling in A350 Spectral Region. actives 11% (n = 59,000). Compound autofluorescence, 340/450 nm, Alexa 350 dye-equivalents; active compounds read high. max dye-equivalent concentration, M; in the data active = max dye-equivalent concentration above about 10 nM; inconclusive = mostly about 1.1 nM to 9.6 nM
4MU fluor: qHTS Assay for Spectroscopic Profiling in 4-MU Spectral Region. actives 11% (n = 59,000). max dye-equivalent concentration, M. compound autofluorescence, 340/450 nm, 4-MU equivalents; active compounds read high. AID 589, 2007; in the data active = max dye-equivalent concentration above about 10 nM; inconclusive = mostly about 1.1 nM to 9.6 nM
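Compounds in 100 mM Tris, pH 8.0, sat 15 min at room temperature before fluorescence was read at 340 nm excitation/450 nm emission; a per-plate six-point 4-MU standard curve converted signals to dye-equivalent concentration at each compound concentration.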
USP2a inh: qHTS Assay for Inhibitors of Ubiquitin-specific Protease USP2a. actives 0.1% (n = 60,000). Ubiquitin carboxyl-terminal hydrolase 2 (Homo sapiens), O75604. Potency, µM (titrated, usually from 38.3 µM), for the others: at the top dose activity change, negative = inhibition, hits mostly inhibitors. USP2a enzymatic assay, qHTS inhibition;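 also: potency is read from the fitted curve at half-maximal effect; nearly all actives have a fitted effect of over 60% in size; plate controls were DMSO for no effect and NEM full inhibition control for full effect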
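Coupled readout: USP2-cleaved Ub-PLA2 (20nM final) turns over NBD C6-HPC (20uM final), Ex 460nm/Em 535nm after 2.5 h, time-zero read flagging artifacts. Enzyme (20nM final, pH 8.0 Tris) given 30 min RT with compound first; NEM defines full inhibition.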
UbGFP stabilizer: Ubiquitin-GFP Assay | Ubiquitin-GFP reporter cells, proteasome inhibition, GFP fluorescence; response scale: untreated = 0%, 10 µM MG-132 = 100% | Potency, µM (doses to about 45.9 µM), without a hit: at the top dose activation (GFP accumulation), usual class: activators | 67,000 tested, under 10 active | AID 526, 2006; active = well fitted activation curve with a large enough effect, not every such curve was filed as active; inconclusive = small, poorly fitted or top-dose-only effect, or another doubt; inactive = no such curve, though single readings can be large or run the other way; also: potency is read from the fitted curve at half-maximal effect
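U2OS cells expressing ubiquitin(G76V)-GFP, seeded overnight in 0.5% FBS medium, then treated 4 hr at 37 C across 46 uM to 2.9 nM. GFP-positive cells counted by laser cytometry (488 ex/515 em); %activity scaled between basal and 10 uM MG-132.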
Caspase-1 inhib: qHTS Assay for Allosteric/Competitive Inhibitors of Caspase-1 | P29466 | Potency, µM (doses to about 57.5 µM), inactives show at the highest dose activity change, negative = inhibition, hits mostly inhibitors | actives 0.03% (n = 75,000) | Caspase-1 enzyme, Ac-WEHD-AFC fluorogenic rate | AID 900, 2007;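 also: potency is read from the fitted curve at half-maximal effect; plate controls were vehicle for no effect and no substrate for full effect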
BRCT inh red: qHTS Assay for Inhibitors of BRCT-Phosphoprotein Interaction (Red Fluorophore). BRCT-phosphopeptide binding, red fluorescence polarization. Potency, µM (titrated, usually from 76.9 µM), without a hit: at the top dose activity change, negative = inhibition, hits mostly inhibitors. actives 0.03% (n = 75,000); also: % is scaled to controls: 0 for no effect and ±100 for the full control effect
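Rhodamine-labelled pBACH1 10-mer (100 nM) bound to BRCT domain (100 nM) at pH 7.3; compounds incubated 12 min room temperature, polarization read. Free peptide defines full inhibition; unlabelled decapeptide titrated as control.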
GFP derepression: qHTS Assay for Epigenetic Modulators; mouse C127i GFP locus derepression, cytometry, 30 h; Potency, µM (highest dose often 46.1 µM), without a hit: at the top dose GFP derepression (activation); actives 0.09% (n = 68,000); AID 597, 2007; also: % of control where 0% means no effect
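Murine C127i mammary cells carrying a silenced, stably integrated CMV-driven GFP reporter were treated with compound for 30 hours at 37 C. After PBS washes, GFP-positive cells were counted by laser-scanning microplate cytometry.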
The depositor's hits bear a star; i = inactive; ? = inconclusive; · = not tested or not shown; [ ] = another dose, or the depositor's remark. Unless noted, calls follow the shape of the dose curve; as a rule, active = well fitted curve in the direction sought with a large enough effect; inconclusive = small, poorly fitted or top-dose-only effect, or another doubt; inactive = no such curve, though single readings can be large; an effect the other way counts as inactive or inconclusive. Only part of the results is shown; the hit share may differ from the screen's.

Value order – HEK293 cAMP cs | Caspase-7 inhib | BRCT PPI green | Fluorescein fluor | A350 autofl | 4MU fluor | USP2a inh | UbGFP stabilizer | Caspase-1 inhib | BRCT inh red | GFP derepression
> Cc1nn(-c2ccc(F)cc2)c2sc(C(=O)OC3CCOC3=O)cc12 (stereo not drawn)
 : ? | -1% | 0.2% | i | 4.6e-07M* | 3.1e-07M* | 36%[activator] | -4% | -6% | -4.6% | 0%
> Clc1ccc(Nc2nc(NCCN3CCOCC3)nc(N3CCOCC3)n2)cc1
 : 3% | 1% | 0.1% | i | i | i | 27% | 10% | 0% | 0.9% | 2%
> O=C(Cn1c(=O)n(-c2ccccc2)c(=O)n1CC(=O)N1CCCCC1)N1CCCCC1
 : 4% | -1% | -0.4% | · | · | · | -3% | -1% | 0% | -1.9% | 2%
> CCOc1nc(-c2ccccc2)ccc1-c1noc(-c2ccco2)n1
 : 6% | -8% | 1.9% | ? | i | i | 24% | -16% | -4% | -0.4% | -1%
> Cc1ccc(S(=O)(=O)N2CCN(C(=O)CN3CCN(C)CC3)C2)cc1
 : 4% | -1% | -2.7% | i | i | i | -3% | 2% | 2% | -0.6% | -1%
> CCOc1ccccc1NC1=NCC(=O)N1Cc1ccc(F)cc1
 : 2% | -1% | 0.0% | i | i | i | -9% | -1% | 0% | 1.1% | 0%
> CCOC(=O)c1[nH]c(C)c(C(=O)OCC(=O)N2CCCCC2C)c1C (stereo not drawn)
 : 9% | 1% | -1.0% | i | i | i | 6% | 0% | 0% | -1.0% | 4%
> O=C1CC(c2ccccc2)Oc2ccccc21 (stereo not drawn)
 : · | 0% | -0.7% | · | · | · | 1% | · | 1% | 0.9% | ·
> Cc1ccc(S(=O)(=O)N2CCOCC2)cc1C(=O)NCc1ccc(F)cc1
 : 15% | -3% | -0.9% | ? | i | i | 8% | -1% | 0% | -0.1% | -1%
> Cc1cccc2nc(C(F)(F)F)nc(=O)n12
 : -4% | 1% | -1.0% | i | 8.9e-08M* | 9.2e-08M* | -2% | -1% | -4% | 1.1% | 0%
> COc1cccc(N2C(=O)C3CCCN3C2c2ccc(Cl)cc2)c1 (stereo not drawn)
 : 13% | -4% | -2.4% | · | · | · | · | 12% | -2% | 0.9% | 2%
> COc1cccc(OC)c1C(=O)Nc1nnc(C(C)C)s1
 : 23%[11.4 µM] | 0% | -1.1% | · | · | · | 3%[7.66 µM] | 0%[9.17 µM] | 0% | -1.2% | 0%
> CCc1ccc2c(CN(CC)Cc3nc4ccccc4c(=O)[nH]3)cc(=O)oc2c1
 : ? | -4% | -0.9% | i | i | i | 25% | 7% | -7% | 0.1% | -2%
> Cc1ccc(N2C(=O)c3ccccc3C2=O)cc1C
 : -11% | 4% | -0.9% | · | · | · | · | · | -2% | -1.2% | ·
> CC(C)n1c(N2CCN(C(=O)NCc3ccccc3)CC2)nc2ccccc21
 : 5% | 1% | 1.9% | i | i | i | 7% | 1% | 0% | -0.6% | -1%
> CC(C)(C)NC[C@@H](O)c1ccc(O)c(CO)n1
 : 21%[11.4 µM] | 4%[11.5 µM] | -3.1%[15.4 µM] | i | i | i | · | 4%[9.17 µM] | -1%[11.5 µM] | 0.1%[15.4 µM] | 7%[9.22 µM]
> CCOc1cc(C2C(C#N)=C(N)Oc3n[nH]c(-c4ccccc4)c32)ccc1O (stereo not drawn)
 : 2% | -2% | 0.2% | i | ? | ? | ? | 5% | -2% | -1.7% | -1%
> O=C(c1ccco1)N1CCN(S(=O)(=O)c2ccc(S(=O)(=O)NC3CCCC3)cc2)CC1
 : ? | 0% | 1.1% | ? | i | i | 14% | 2% | -2% | 1.5% | 0%
> CCOC(=O)C1=C(CS(=O)(=O)c2ccccc2)NC(=O)NC1c1ccccc1 (stereo not drawn)
 : 3% | -1% | -2.4% | i | i | i | 5% | -8% | 4% | -2.6% | 3%
> CCCCOC(=O)Nc1ccccc1C(=O)N1CCCC1
 : -6% | 0% | 0.2% | · | · | · | 5% | -4% | -4% | -0.4% | -4%
> CCNS(=O)(=O)c1ccc(NC(=O)Cc2ccc(F)cc2)cc1
 : -7% | -1% | -7.9% | ? | i | i | 7% | 2% | -1% | -0.6% | -1%
> COc1cc2c(cc1OC)C1(CCCC1)CNC2C (stereo not drawn)
 : 11% | -1% | -0.4% | i | ? | ? | 1% | -3% | -2% | 1.4% | -1%
> Cc1nc(N2CCOCC2)c2nc(-c3ccccc3)n(CCCN3CCCCC3C)c2n1 (stereo not drawn)
 : ? | 0% | 3.5% | · | · | · | · | 5% | 0% | -1.1% | ·
> O=C(Cn1nc(-c2ccc(Cl)cc2)ccc1=O)NCCN1CCOCC1
 : 3% | -2% | -6.1% | · | · | · | · | 10% | -2% | -1.2% | -3%
> COCCn1nnnc1C(c1ccc(OC)c(OC)c1)N1CCN(c2nc3ccccc3s2)CC1 (stereo not drawn)
 : 8% | 3% | -0.2% | i | ? | i | 27% | 0% | 0% | -2.0% | -1%
> CC(CCc1ccccc1)NC(=O)c1ccncc1 (stereo not drawn)
 : 8% | 5% | -2.1% | i | i | i | -3% | 16% | 1% | -3.4% | -1%
> CC(C)Oc1cccc(-c2cc(C(=O)N3CCN(S(C)(=O)=O)CC3)c3ccccc3n2)c1
 : 5% | -5% | 0.2% | ? | i | i | 49%[activator] | -1% | -3% | 0.7% | 0%
> COc1ccc(C(c2nnnn2C2CCCCC2)N2CCN(c3ccccc3)CC2)cc1 (stereo not drawn)
 : ? | -1% | -1.6% | i | i | i | · | 1% | -6% | 0.5% | 3%
> CCCn1c(C)nc2c(NC3CCN(Cc4ccccc4)CC3)nc(C)nc21
 : -1% | -3% | -0.5% | · | · | · | · | -6% | -2% | -0.6% | ·
> CC1(C)OC(=O)C(=C2CCCN2)C(=O)O1
 : 10%[11.4 µM] | 0% | -2.1% | · | · | · | 4%[7.66 µM] | -4%[9.17 µM] | 0% | -0.7% | 3%
> O=C(NCc1ccc2c(c1)OCO2)C1CCN(S(=O)(=O)c2cccc3nsnc23)CC1
 : -14% | 0% | -0.6% | i | ? | ? | -1% | 3% | 0% | 0.8% | 3%
> CCN(C(=O)CSc1nnnn1-c1cc(C)ccc1OC)C1CCS(=O)(=O)C1 (stereo not drawn)
 : -3% | 1% | 0.3% | ? | i | i | 1% | -4% | 0% | 0.7% | -1%
> O=C(NC1CCCCC1)C1CCN(S(=O)(=O)c2cccs2)CC1
 : 6% | 0% | -1.2% | i | i | i | -5% | -15% | 1% | 0.9% | -1%
> CCOC(=O)N1CCC(NC(=O)CN2C(=O)C(CC)Oc3ccc(C)cc32)CC1 (stereo not drawn)
 : 15% | 2% | -3.7% | ? | i | i | 14% | -3% | -2% | -0.4% | 4%
> CC(CN1CCOCC1)C(=O)O (stereo not drawn)
 : -4% | 3% | 0.2% | i | i | i | · | 0% | 0% | 1.7% | 2%
> Cc1noc(NS(=O)(=O)c2ccc(N3C(=O)c4ccccc4C3=O)cc2)c1C
 : 2% | 0% | -4.4% | i | i | i | -11% | 0% | 1% | -0.1% | 0%
> COc1ccccc1Nc1nc(N)nc(CN2CCN(c3ccccc3)CC2)n1
 : 27% | -1% | -2.4% | i | i | i | 31%[activator] | -4% | -1% | 1.2% | -2%
> CCOC(=O)C1CCN(c2c(N3CCN(c4ccccc4OC)CC3)c(=O)c2=O)CC1
 : 4% | -4% | -1.3% | · | · | · | · | 6% | 0% | 0.6% | 2%
> Cn1c(=O)c2c(ncn2CC(=O)OCc2ccccc2)n(C)c1=O
 : 12% | 1% | -1.2% | i | i | i | 0% | 4% | -2% | -0.5% | -3%
> COc1ccccc1OCc1nnc(SCC(=O)c2cc(Cl)ccc2OC)o1
 : ? | -4% | 6.2% | i | i | i | 2% | 0% | -6% | 0.7% | -2%
> CCCSCCCNC(=O)c1cc2c(s1)CS(=O)(=O)C2
 : 5% | -1% | -0.3% | i | i | i | 23% | 3% | -1% | -1.0% | -2%
> COc1cc(NC(=O)CN2C(=O)NC(C)(CCC(C)C)C2=O)cc(OC)c1 (stereo not drawn)
 : -4% | 7% | -2.1% | ? | i | i | 1% | 3% | 0% | 0.5% | 1%

Some values from the list.
`CCOC(=O)N1CCC(NC(=O)CN2C(=O)C(CC)Oc3ccc(C)cc32)CC1` (stereo not drawn) in BRCT inh red: -0.4%
`O=C(NC1CCCCC1)C1CCN(S(=O)(=O)c2cccs2)CC1` in GFP derepression: -1%
